CHT allo act = allosteric activators of human choline transporter CHT | Q9GZV3 | CHT-expressing cells, membrane potential dye, choline EC20; hits give high values; LV-AA mutant CHT in HEK293 cells | B-score at 10 µM | hit rate 0.49% among 310,000;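 active = initial fluorescence not abnormally high and integrated response B-score, plate-corrected, over 3 SD above library mean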
Target sequence (Q9GZV3 whole entry, looked up): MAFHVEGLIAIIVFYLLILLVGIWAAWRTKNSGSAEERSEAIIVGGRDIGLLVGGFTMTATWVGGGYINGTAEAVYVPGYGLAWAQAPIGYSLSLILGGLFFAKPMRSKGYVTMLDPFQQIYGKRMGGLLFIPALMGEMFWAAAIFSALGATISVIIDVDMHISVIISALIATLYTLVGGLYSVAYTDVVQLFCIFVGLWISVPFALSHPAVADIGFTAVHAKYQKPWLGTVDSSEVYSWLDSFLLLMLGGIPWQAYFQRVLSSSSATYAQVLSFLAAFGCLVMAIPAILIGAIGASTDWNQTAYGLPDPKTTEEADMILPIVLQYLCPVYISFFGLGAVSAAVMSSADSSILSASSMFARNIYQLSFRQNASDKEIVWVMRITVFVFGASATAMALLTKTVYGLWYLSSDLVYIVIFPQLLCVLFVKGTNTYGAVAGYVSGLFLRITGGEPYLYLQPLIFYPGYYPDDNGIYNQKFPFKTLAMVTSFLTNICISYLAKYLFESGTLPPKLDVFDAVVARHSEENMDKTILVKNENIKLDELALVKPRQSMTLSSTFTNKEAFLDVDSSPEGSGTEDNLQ
OX1R antag-1 = blocks the human orexin 1 receptor; O43613; OX1R-expressing cells, FRET antagonist read-out; inhibition, % at 6.6 µM; hit rate 1.8% among 330,000; AID 485270; in the data active = inhibition mostly above about 38%, no sharp cut-off; inactive = mostly below about 40%;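 also: 0% = agonist challenge alone and 100% = reference antagonist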
Target sequence (O43613 whole entry, looked up): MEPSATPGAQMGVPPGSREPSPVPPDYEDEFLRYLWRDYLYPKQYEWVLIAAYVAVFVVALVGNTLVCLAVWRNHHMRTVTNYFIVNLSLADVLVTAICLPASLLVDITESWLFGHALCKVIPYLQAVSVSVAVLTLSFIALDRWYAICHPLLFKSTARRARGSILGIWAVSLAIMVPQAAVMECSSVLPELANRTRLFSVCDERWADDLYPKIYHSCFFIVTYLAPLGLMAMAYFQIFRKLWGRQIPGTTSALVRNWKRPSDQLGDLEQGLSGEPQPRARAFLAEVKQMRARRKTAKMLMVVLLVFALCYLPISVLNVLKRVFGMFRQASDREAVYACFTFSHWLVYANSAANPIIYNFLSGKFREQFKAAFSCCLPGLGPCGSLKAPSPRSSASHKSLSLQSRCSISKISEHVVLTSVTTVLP
OX1R antag-2 = blocks the human orexin 1 receptor. O43613. CHO/OX1R cells, Fluo-8 calcium fluorescence, orexin A. inhibition, % at 5 µM. hit rate 0.43% among 330,000. AID 434989;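 active = inhibition above its plate's threshold, mean inhibition of all tested compounds on the plate plus 3 SD, cut at about 37% in these data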;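 also: 0% = orexin A challenge wells and 100% = SB-334867-A antagonist wells; not every result past the cut was called active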
* marks the source's active call; other numbers are inactive results; i = inactive; . = not tested or not shown.

compound,OX1R antag-2,CHT allo act,OX1R antag-1
COc1ccc(S(=O)(=O)N2CCCC2CNC(=O)c2cccc(OC)c2)cc1 (centres undefined),-2.1,i,42.9*
CC(NC(=O)C(=O)N/N=C\c1cccc([N+](=O)[O-])c1)c1ccccc1 (centres undefined),-26.0,i,27.7
O=S(=O)(NCc1ccc(F)cc1)c1ccc(-n2cnnn2)cc1,-5.5,i,12.5
CCN(CC)C(=O)n1nc(C)c(CN2C(=O)c3ccccc3C2=O)c1C,-17.4,i,6.4
CCOC(=O)CSCc1c(C#N)c2ccccc2n1C,-9.2,i,16.1
O=C(COc1ccccc1)N1CCCCCCC1,1.4,i,2.4
COc1cccc(C(C(=O)NCC2CCCO2)N(C(=O)Cn2nnc3ccccc32)c2ccc(NC(C)=O)cc2)c1 (centres undefined),-25.3,i,16.8
COc1ccc(CCNC(=O)COC(=O)Cc2cccc3ccccc23)cc1,-21.3,i,8.6
CC1Oc2ccccc2N(CC(=O)Nc2ccc3c(c2)OCO3)C1=O (centres undefined),-13.6,i,1.3
O=S1(=O)CCN(OCc2ccc(Cl)cc2)CC1,-12.5,i,6.7

(further entries)
compound,OX1R antag-2,CHT allo act,OX1R antag-1
Cc1cc(-c2ccc(C)c(S(=O)(=O)N3CCN(c4ccc([N+](=O)[O-])cc4)CC3)c2)on1,-18.9,i,8.9
COCCOC(=O)c1c(C)n(C)c2ccc(OC(=O)c3ccccc3OC)cc12,-28.3,i,8.7
COc1cccc(NC(=O)N(C2CCCCC2)C(C)c2cccs2)c1 (centres undefined),-11.1,i,11.2
COc1cc(NS(=O)(=O)c2ccc(NC(=S)NC(=O)c3ccco3)cc2)ncn1,-4.7,i,18.9
O=C(CN1C(=O)CSCC1=O)NCc1ccc(F)cc1,-17.3,i,-1.4
CN1CCN(C(=O)/C(=C\c2cccs2)NC(=O)c2ccccc2)CC1,-5.9,i,5.0
CCOC(=O)Nc1ccc(=O)n(Cc2c(Cl)cccc2Cl)c1,-8.6,i,-4.1
COc1ccc(-c2noc(CCC(=O)N3CCN(c4ccccc4OC)CC3)n2)cc1,-10.8,.,1.9
N#C/C(=C\c1ccccc1Cl)C(=O)Nc1ccccn1,11.4,i,0.0
CCn1ccnc1CN(C)Cc1nc(-c2cccc(Cl)c2)no1,-19.0,i,17.0

Ordered by the number under OX1R antag-1 (low to high): three from the list above.
SMILES	OX1R antag-2	OX1R antag-1
CN1CCN(C(=O)/C(=C\c2cccs2)NC(=O)c2ccccc2)CC1	-5.9	5.0
COCCOC(=O)c1c(C)n(C)c2ccc(OC(=O)c3ccccc3OC)cc12	-28.3	8.7
Cc1cc(-c2ccc(C)c(S(=O)(=O)N3CCN(c4ccc([N+](=O)[O-])cc4)CC3)c2)on1	-18.9	8.9

Later entries
compound,OX1R antag-2,CHT allo act,OX1R antag-1
COc1ccc(N2CCN(C(=O)C3CCCN(c4ncnc5c4nc4n5CCCCC4)C3)CC2)cc1 (centres undefined),-37.3,i,4.4
Cc1cc(NC(=O)COC(=O)C2CC(=O)N(c3cccc(C)c3C)C2)no1 (centres undefined),-14.7,i,4.1
Cc1ccnc(NC(=O)C(C)N2C(=O)c3ccccc3C2=O)c1 (centres undefined),-16.2,i,19.8
COCCn1c(=N)c(S(=O)(=O)c2ccc(F)cc2)cc2c(=O)n3cccc(C)c3nc21,-11.5,i,0.3
O=S(=O)(Nc1ccc(Cl)cc1)c1cccc2nsnc12,-8.4,i,9.6
Cc1ccc(C2C(C(=O)c3sc(C)nc3C)=C(O)C(=O)N2CCN2CCOCC2)o1 (centres undefined),-4.6,i,26.8
COC(=O)CC1(c2ccc(OC)cc2)C(=O)c2ccccc2C1=O,-16.7,i,7.9
CCn1c(=O)c(CCC(=O)NCC2CCCO2)c(C)c2c(C)nn(-c3ccc(C)cc3)c21 (centres undefined),-29.8,i,3.9
CCN(CC)S(=O)(=O)c1ccc2c(c1)nc(SCC(=O)NC1CC1)n2-c1ccccc1OC,-36.7,i,23.3
CCOc1ccc(-c2nnc(NC3=NCCCCC3)o2)cc1,-38.9,i,13.3

(further entries)
compound,OX1R antag-2,CHT allo act,OX1R antag-1
O=C(NCC1CCCO1)c1ccc(NC(=O)c2cccc([N+](=O)[O-])c2)cc1 (centres undefined),-20.8,i,21.4
O=C1C2C(c3ccccc3)C=CC(c3ccccc3)C2C(=O)N1c1cccnc1 (centres undefined),-19.9,i,3.0
Cc1cc(NC(=O)CCC(=O)N(CC(=O)NC2CCCC2)c2cccc(F)c2)no1,-10.2,i,7.9
COCCN(C(=O)CSCc1ccccc1)c1c(N)n(Cc2ccccc2)c(=O)[nH]c1=O,-18.3,i,13.2
Cc1ncc([N+](=O)[O-])n1Cc1ccc(Br)cc1,2.5,i,19.6
CCn1c(COc2cccc(OC)c2)nnc1SCC(=O)Nc1cc(OC)ccc1OC,-23.0,i,3.0
Cc1cccc(C(C)(C)C)c1OCCn1ccnc1,-3.4,i,17.0
C=CCn1c(=NC(=O)c2ccco2)sc2cc(C(=O)OCC)ccc21,-8.1,i,12.5
CN(C)CCn1c2c(c(SCC(=O)NCc3ccccc3)nc1=O)CCCC2,-15.6,i,26.7
Cc1ccc(-n2c(-c3ccncc3)n[nH]c2=S)cc1,-12.1,i,21.6

Remaining list, next part.
compound,OX1R antag-2,CHT allo act,OX1R antag-1
COc1ccc(-c2nn[nH]n2)cc1OC,-7.3,i,5.3
O=C(NCC1CCN(C(=O)c2ccc([N+](=O)[O-])cc2)CC1)c1ccc([N+](=O)[O-])cc1,-24.1,i,86.1*
CC1(c2nnc(-c3ccc(Cl)cc3)o2)CC(c2ccc([N+](=O)[O-])cc2)=NO1 (centres undefined),0.3,i,36.0
CN(C)S(=O)(=O)c1cccc(COC(=O)CCNC(=O)c2ccc([N+](=O)[O-])cc2)c1,-19.5,.,16.4
O=C(COc1ccccc1Cc1ccccc1)Nc1cccnc1,-19.2,.,11.5
COc1ccccc1CN1CCN(C(=O)c2cccc3ccccc23)CC1,-6.5,i,1.9
O=S1(=O)NC(=NCCOCCO)c2ccccc21,0.3,i,34.0
CC(C)(C)OC(=O)CC12CCCCC1NC(=O)O2 (centres undefined),8.4,i,3.4
COc1cc(C(=O)NCC(c2cccs2)N2CCOCC2)c([N+](=O)[O-])cc1OC (centres undefined),-5.2,i,17.4
Cc1cc(C(=O)N2CCCC(N3CCN(c4cccc(C(F)(F)F)c4)CC3)C2)n[nH]1 (centres undefined),-24.1,i,30.3

Other entries.
compound,OX1R antag-2,CHT allo act,OX1R antag-1
COc1ccc(NC(=O)C2OCCc3ccccc32)c(OC)c1 (centres undefined),-14.2,i,17.2
O=C(/C=C/c1ccco1)NCc1ccccn1,-10.8,i,6.4
CC(=O)c1cnn(-c2c(Cl)cc(Cl)cc2Cl)c1C,-2.9,i,6.3
Cc1ccc(-c2csc(NC(=O)CN3CCOCC3)n2)cc1C,-18.4,i,27.4
C[C@H](CO)N1C[C@H](C)[C@@H](CN(C)S(C)(=O)=O)Oc2ccc(NS(=O)(=O)c3cn(C)cn3)cc2C1=O,-21.4,.,1.9
COc1ccc(CCNC(=O)COC(=O)c2cc(OC)c(OC)cc2OC)cc1OC,-10.3,i,10.6
Cc1ccc(C(=O)/C=C/N(C)C)o1,-31.7,i,6.1
N/C(=N\OC(=O)c1ccc2ccccc2c1)c1ccc(Br)cc1,-4.4,i,10.9
CCc1nc(SCc2ccc(Cl)cc2)n[nH]1,-7.9,i,16.4
CCOc1ccccc1CNS(=O)(=O)c1csc(C(N)=O)c1,-3.0,i,8.7

The list continues.
compound,OX1R antag-2,CHT allo act,OX1R antag-1
Cc1ccc(C(CC(=O)N2CCCCC2)c2ccccc2)c(O)c1C (centres undefined),-1.9,i,-12.4
O=C(NCc1ccncc1)C(=O)NCC(c1ccco1)N1CCN(c2ccccc2F)CC1 (centres undefined),-20.2,i,-10.4
COC(=O)C1=C(C)NC(=S)N(C(C)=O)C1c1ccccc1 (centres undefined),-15.6,i,52.7
COc1ccc(CNC(=O)C[C@H]2C[C@H](C(=O)N3CCOCC3)[C@@]3(C)c4[nH]c5ccc(Cl)cc5c4CCN3C2=O)cc1OC,-34.3,.,2.2
CC(=O)Nc1ccc(-c2csc(NNC(=O)c3ccc(C)cc3)n2)cc1,-6.3,i,16.3
Oc1ccccc1Cn1nnc2ccccc21,-9.3,i,14.7
CCOC(=O)c1c(NC(C)=O)sc2c(OC(C)=O)cccc12,-1.2,i,34.5
O=C1OC(c2ccccc2)c2ccccc21 (centres undefined),4.7,i,3.2
O=C(OCCCOc1ccc(F)cc1)c1ccc(O)cc1O,-6.7,i,21.0
Cc1ccc(NC(=O)CSc2nnc(-c3cnccn3)n2Cc2ccco2)cc1,-14.7,i,5.9

New compounds follow
compound,OX1R antag-2,CHT allo act,OX1R antag-1
O=C(CCCN1C(=O)c2cccc3cccc(c23)C1=O)NC1CCS(=O)(=O)C1 (centres undefined),-21.2,i,84.8*
OCC[C@H]1C[C@@H](O)[C@H](O)[C@]2(CCc3ccccc3CO2)O1,-3.5,i,23.6
O=C(NCCCCCCNC(=O)c1ccc(Br)s1)c1ccc(Br)s1,-23.6,i,22.3
Cc1cc2nc(C)c(=O)n(C)c2cc1C,-4.3,i,28.2
CC(C(=O)OCC(=O)Nc1ccc(S(N)(=O)=O)cc1)N1C(=O)c2ccccc2C1=O (centres undefined),-11.2,.,11.3
O=C(CN1CCOCC1)Nc1ccccc1-c1ccccc1,-14.7,i,9.5
C=CCc1cccc2cc(C(=O)OCC(=O)c3ccccc3)c(=O)oc12,-16.5,i,9.9
CC1CC(C)CN(C(=O)CN2C(=O)NC3(CCCCCCC3)C2=O)C1 (centres undefined),-28.0,.,-0.9
CC(C)CNc1nnnc2c1sc1nc(N3CCOCC3)c3c(c12)CC(C)(C)SC3,-18.5,i,23.0
C[C@@H]1CN([C@H](C)CO)C(=O)c2cccc(NS(=O)(=O)c3ccccc3)c2O[C@H]1CN(C)C,-5.4,.,12.1

Next part.
compound,OX1R antag-2,CHT allo act,OX1R antag-1
CS(=O)(=O)c1ccc(NCCc2ccc(S(N)(=O)=O)cc2)c([N+](=O)[O-])c1,-11.1,i,63.7
Cc1ccc(C)c(S(=O)(=O)Nc2ccc3oc(C)c(C(=O)O)c3c2)c1,3.2,i,20.3
O=C(NCCCNC(=O)c1cnccn1)c1cccc(Cl)c1,-24.6,i,3.3
O=C(COC(=O)C1CC1)Nc1ncc(C(F)(F)F)cc1Cl,-11.2,i,13.4
COc1cccc(-n2c(N)cc(=O)nc2SCC(=O)N2CCN(c3ccccc3)CC2)c1,-14.1,i,8.1
C=C(C)c1cccc(C(C)(C)NC(=O)N(Cc2ccccc2)Cc2ccco2)c1,-3.8,i,43.0
COc1ccc(Br)cc1/C=N/NC(=O)c1cccnc1,-24.3,i,13.6
C[C@H]1CN=C(N(C)C)N1CCCC1CCCCC1,3.4,i,21.2
O=C(Cc1cccs1)NCC1CCCO1 (centres undefined),-3.0,i,23.5
CC1=C(C(=O)Nc2cccc(C(=O)NCc3ccc(F)cc3)c2)SCCO1,-37.5,i,10.0

Continued.
compound,OX1R antag-2,CHT allo act,OX1R antag-1
O=C(CN(C(=O)CNS(=O)(=O)c1ccc(F)cc1)c1ccccc1F)NCc1ccco1,-13.5,i,-0.4
CCC(C)NC(=O)c1cn(CC)c2ccc(S(=O)(=O)N3CCCCCC3)cc2c1=O (centres undefined),-21.6,i,6.0
Cc1ccc(OCc2cc(C(=O)N3CC4C[C@@H]5CC3C[C@H](C4)C5)no2)cc1C,-3.9,i,1.3
CC1=CCC2C(=O)N(c3ccc4ccccc4n3)C(=O)C2C1 (centres undefined),-8.8,i,20.8
Nn1c(SCCOc2ccccc2)nnc1-c1cccnc1,-1.4,i,8.3
CCOC(=O)C1CCCCN1Cc1cccc(F)c1 (centres undefined),6.7,i,18.0
N#Cc1cnn(-c2nc3sc4c(c3c(=O)[nH]2)CCCC4)c1N,-12.1,i,1.2
CC(C)N(C(=O)Cn1c(-c2cccnc2)ccc(C#N)c1=O)C(C)C,-19.0,i,3.8
CCCCC(O)(c1ccc(F)cc1)C(CN1CCOCC1)c1ccc(Cl)cc1 (centres undefined),-38.7,i,-6.4
Cn1c(=O)[nH]c(=O)c2c1nc(Sc1ncccn1)n2CCCc1ccccc1,-9.6,i,16.1

Other structures follow:
compound,OX1R antag-2,CHT allo act,OX1R antag-1
O=C(C1=NN[C@@H]2C(=O)N(c3cccc(F)c3)C(=O)[C@H]12)c1cnccn1,-11.9,i,-1.2
CC1(c2ccccc2)NC(=O)N(CC(=O)NNC(=O)c2ccccc2)C1=O (centres undefined),-0.8,i,22.7
Cc1ccc(C)c2[nH]c(=O)c(CN(Cc3ccco3)S(=O)(=O)c3ccc4c(c3)OCCO4)cc12,-1.7,i,13.5
O=C(O)c1ccc(-c2ccccn2)s1,-4.9,i,5.5
COc1ccc(C(=O)NC(C)c2nnc(SCc3ccc(Cl)c(Cl)c3)n2C)cc1 (centres undefined),-37.0,i,2.1
CC1(C)CC(=O)c2sc(NS(=O)(=O)c3ccc([N+](=O)[O-])cc3)nc2C1,0.4,i,34.8
O=C(O)CNc1nc(-c2ccccc2)nc2c1oc1ccccc12,-9.0,i,11.2
COC(=O)C1=C(C(=O)OC)[C@@H]2Nc3ccccc3[C@@]23C[C@@H](C(=O)OC)N(C(=O)CC(C)C)C3=N1,-28.9,i,-2.9
COc1ccc(C)cc1NC(=O)C1CCN(C(=O)C2CC(=O)N(c3ccc(C)cc3)C2)CC1 (centres undefined),-22.4,i,0.0
N=C1/C(=C/c2cccn2Cc2ccc(F)cc2)C(=O)N=C2SC=CN12,-26.2,i,17.8
CC(C)CN1CCNC(=O)C1CC(=O)NCc1cnn(-c2cccc(F)c2)c1 (centres undefined),18.7,i,45.5
O=C(Nc1ccccc1C(F)(F)F)c1cnccn1,-6.8,i,-6.4
